RXFP1 antagonist: RXFP1 (human) relaxin receptor antagonism; HEK293-RXFP1, relaxin-stimulated cAMP HTRF, 30 min; active compounds read low; activity change, negative = inhibition, % at 57.5 µM; 0.59% of 350,000 active; AID 1259400;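 active means activity change of -60% or lower, but not beyond a set lower limit; inconclusive means change between -60% and -40%, or beyond the set limit; inactive means change above -40%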; further: on the % scale 0 is the no-effect control and ±100 the full control effect
D1 agonist: human D1 receptor agonism | activation, % at 2 µM | P21728 | HEK293 T-REx D1 cells, calcium flux, agonist mode | 1% of 360,000 active; in the data active means activation above about 30%; further: 0% is about no effect
Target sequence (P21728 whole entry, looked up): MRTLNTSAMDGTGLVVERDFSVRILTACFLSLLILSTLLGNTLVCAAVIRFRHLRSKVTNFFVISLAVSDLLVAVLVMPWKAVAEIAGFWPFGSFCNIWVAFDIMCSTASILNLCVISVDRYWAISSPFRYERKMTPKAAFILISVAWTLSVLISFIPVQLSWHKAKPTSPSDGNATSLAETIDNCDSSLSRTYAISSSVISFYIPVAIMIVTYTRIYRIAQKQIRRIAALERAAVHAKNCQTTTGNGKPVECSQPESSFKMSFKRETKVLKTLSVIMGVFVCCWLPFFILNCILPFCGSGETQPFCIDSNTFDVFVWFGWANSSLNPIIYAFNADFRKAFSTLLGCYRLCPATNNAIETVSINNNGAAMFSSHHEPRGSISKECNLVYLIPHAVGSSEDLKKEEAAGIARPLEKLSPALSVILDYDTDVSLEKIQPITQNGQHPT
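Inducible HEK293 T-REx D1 cells, force-coupled to calcium signalling, were plated at 4000 cells/well with tetracycline and held overnight at 30 C. After no-wash calcium dye loading, compound-evoked calcium rise over 180 s flagged agonists.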
Vif-A3G inh: blocks the Vif interaction with human APOBEC3G; Potency, µM (top dose mostly 46.1 µM), for the others: at the highest dose activity, negative = active, hits mostly inhibitors; Q9HC16; HeLa A3G-eYFP + Vif (tagged APOBEC3G with the HIV-1 protein that degrades it), YFP fluorescence, overnight; 0.076% of 410,000 active;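 further: potency means the concentration at half of the fitted maximal effect; on the % scale 0 is the no-effect control and ±100 the full control effect; nearly all actives have a fitted effect of over 60% in size; hits raise eYFP signal because A3G escapes Vif-driven loss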
Target sequence (Q9HC16 whole entry, looked up): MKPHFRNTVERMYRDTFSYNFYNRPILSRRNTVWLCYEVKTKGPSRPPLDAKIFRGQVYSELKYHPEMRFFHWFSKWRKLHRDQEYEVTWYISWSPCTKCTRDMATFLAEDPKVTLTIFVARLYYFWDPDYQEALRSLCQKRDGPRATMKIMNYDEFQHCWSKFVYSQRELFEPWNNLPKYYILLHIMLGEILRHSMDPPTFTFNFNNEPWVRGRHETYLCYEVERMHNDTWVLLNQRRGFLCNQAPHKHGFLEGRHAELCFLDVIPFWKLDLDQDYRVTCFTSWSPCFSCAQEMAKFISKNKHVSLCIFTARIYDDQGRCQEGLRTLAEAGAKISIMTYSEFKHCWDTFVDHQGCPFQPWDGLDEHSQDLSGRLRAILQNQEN
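HeLa cells stably expressing Vif and C-terminally eYFP-tagged A3G, seeded overnight at 37 deg C, then exposed to compound by pintool overnight at 37 deg C. Rise in yellow fluorescence (Ex 488/Em 500-530, Acumen) marks blocked Vif-driven A3G degradation.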
D1 antagonist: antagonists of human D1 dopamine receptor | activity change, negative = inhibition, % at 10 µM | P21728 | HEK293 TREx D1 cells, calcium flux, dopamine EC80; active compounds read low | 3.2% of 360,000 active; in the data active means activity change below about -30%; further: on the % scale 0 is the no-effect control and ±100 the full control effect
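Antagonism measured as reduced calcium response to an EC80 dopamine addition following 180 s compound pre-read; cells were inducible HEK293 Trex D1 plated overnight at 30 C, read kinetically at 1 cycle/sec.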
D1 potentiator: human D1 dopamine receptor positive modulation. P21728. HEK293 TREx D1 cells, calcium flux, dopamine EC20 potentiation. potentiation, % at 10 µM. 0.036% of 360,000 active; in the data active means potentiation above about 30%; further: 0% is about no effect
RXFP1 agonist: agonists of human relaxin receptor RXFP1; Q9HBX9; HEK293T-RXFP1 cAMP TR-FRET, 30 min; response scale: percent of porcine relaxin response, buffer zero; Potency, µM (doses to about 57.5 µM), without a hit: at the top dose activation, usual class: activators; 0.3% of 370,000 active; AID 2676; further: potency means the concentration at half of the fitted maximal effect; on the % scale 0 is the no-effect control and ±100 the full control effect; nearly all actives have a fitted effect of over 60% in size; many of its hits are not listed in these tables
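HEK293 cells stably expressing RXFP1, treated 30 min at 37C with compounds plus PDE4 inhibitor Ro 20174; cAMP measured by HTRF TR-FRET. Normalized to buffer and 29 nM porcine relaxin; EC50 by Hill fit.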
Vif-A3F inh: inhibitors of Vif-A3F interaction. HeLa A3F-eYFP + Vif (tagged APOBEC3F with the HIV-1 protein that degrades it), YFP fluorescence increase. Potency, µM (highest dose often 46.1 µM), for inactives: at the highest dose activity, negative = active. 0.2% of 390,000 active; further: potency means the concentration at half of the fitted maximal effect; % of control where 0% means no effect; nearly all actives have a fitted effect of over 65% in size
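Fluorescence increase (Ex 488/Em 500-530) after overnight compound treatment at 37 deg C flags inhibition of Vif-driven A3F-eYFP loss in stable HeLa A3F-eYFP/Vif cells seeded overnight beforehand.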
Glioma ERSR ind: induces the endoplasmic reticulum stress response in human glioma cells. U87-MG GRP78 promoter luciferase reporter, 16 h. Potency, µM, for the others: at the highest dose activation, usual class: activators. 0.02% of 420,000 active. AID 602332; further: potency means the concentration at half of the fitted maximal effect; series mostly up to about 76 µM; % of control where 0% means no effect; nearly all actives have a fitted effect of over 35% in size
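Stably transfected U87-MG glioma cells carrying a GRP78-based luciferase sensor; 16 h compound incubation. Luminescence end-point read 10 min after Bright-Glo addition at room temperature.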
D2 potentiator: D2 dopamine receptor (human) potentiation; P14416; HEK293 T-REx D2, calcium flux, EC20 dopamine potentiation; potentiation, % at 10 µM; 0.34% of 340,000 active;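 active means potentiation over 3 SD above the plate norm, cut at about 30% in these data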; further: 0% is about no effect
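Cells plated with tetracycline inducer and held overnight at 30 C; calcium dye loaded 30–90 min at room temperature; baseline taken, compound added and read 180 s; EC20 dopamine then added and read 180 s.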
Numbers without * were called inactive; ? = inconclusive; . = no result given. Unless noted, the call rests on the fitted dose curve; in most records, active means well fitted curve in the direction sought with a large enough effect; inconclusive means small, poorly fitted or top-dose-only effect, or another doubt; inactive means no such curve, though single readings can be large; an effect the other way counts as inactive or inconclusive. This is a subset; count on the stated rates, not on these rows.

SMILES | RXFP1 antagonist | D1 agonist | Vif-A3G inh | D1 antagonist | D1 potentiator | RXFP1 agonist | Vif-A3F inh | Glioma ERSR ind | D2 potentiator
CCc1nc(SCC(=O)NC2CCCC2)c2oc3ccccc3c2n1 | 4.3 | 3.3 | 1.4% | 1.6 | 11.8 | 2.6% | 1.9% | -4.1% | 5.4
CN1CCN(NC(=S)Nc2ccc(OC(F)F)cc2)CC1 | -14.2 | 4.0 | -2.4% | -5.6 | -5.6 | -1.3% | -7.9% | 0.1% | 0.1
COc1ccc(CCN(C)C(=S)Nc2ccc(SC(F)F)cc2)cc1OC | -3.2 | 24.3 | -0.3% | -27.6 | -7.0 | -0.3% | 4.8% | -1.6% | 16.7
COc1nc(N(c2ccccc2)c2ccccc2)nc(-n2ccnc2)n1 | -3.3 | -0.3 | -0.5% | 2.7 | 0.4 | 1.0% | -0.3% | -5.6% | -1.5
CCc1ccccc1NC(=O)CC1NCCNC1=O (stereo not given) | -2.7 | -0.5 | 0.9% | 2.9 | 1.4 | -1.1% | 0.3% | -3.1% | -5.1
CC1=C(C(=O)N2CCOCC2)CC(CC(=O)NCc2ccco2)C(=O)N1Cc1ccc(C(C)(C)C)cc1 (stereo not given) | 2.7 | . | -7.1% | . | . | . | -3.6% | -1.3% | .
CCOc1ccccc1N1Cc2cc(C)c(C)cc2C1 | -0.5 | -1.5 | -0.3% | 8.9 | -8.0 | 2.2% | -17.5% | 0.6% | 7.6
Cc1ccc(NC(=O)CN2CCC(C(=O)c3ccc(F)cc3)CC2)cc1 | -5.5 | 0.4 | -0.1% | -11.5 | -8.1 | 0.0% | 2.1% | -5.2% | -21.2
CCOc1ccccc1OCC(=O)Nc1cc(C)on1 | -3.9 | . | -0.6% | . | . | . | ? | -2.6% | .
O=C(NCCCN1CCOCC1)C(=O)N/N=C/c1ccccc1O | 9.6 | 0.1 | 1.5% | 2.7 | -1.0 | 3.6% | -13.3% | -2.2% | .
CC(C)C(=O)Nc1ccc(S(=O)(=O)N2CCC(c3nc4ccccc4[nH]3)CC2)cc1 | -20.8 | 7.4 | -0.5% | -3.3 | -6.7 | -0.6% | 1.0% | -6.8% | 17.9
C=CCNC(=O)c1ccc2c(c1)N(CC)C(=O)c1ccccc1S2 | 8.4 | -0.4 | 0.1% | -16.1 | -11.7 | -0.8% | 4.5% | -1.7% | -27.9
CCOC(=O)c1ccc2ncc(-c3ccccc3)nc2c1 | 0.0 | 0.6 | -2.5% | 15.1 | -8.7 | 3.3% | 2.6% | 11.7% | 10.2
Cc1c(C)[n+](=O)c(-c2cccs2)c(C)n1[O-] | -0.2 | -0.6 | -3.1% | -4.3 | 2.4 | -0.4% | ? | 1.0% | -23.1
COc1ccc(NC(=O)Cn2c(=O)n(-c3ccc(CC(=O)NCC4CCCO4)cc3)c(=O)c3ccccc32)c(OC)c1 (stereo not given) | . | 0.4 | -3.2% | 6.4 | 0.8 | 4.8% | -19.3% | -0.7% | 1.2
COc1ccc(-c2c(C)c3ccc(O)c(CN4CCOCC4)c3oc2=O)cc1 | 1.4 | 0.9 | 0.1% | -1.0 | -1.4 | 28.1% | -4.7% | -1.7% | 0.2
CCc1nn(CC(=O)NCc2ccc(OC)c(OC)c2)c(=O)c2cc3sc(C)cc3n12 | 5.0 | -0.5 | -1.2% | 8.0 | 1.9 | 2.7% | -10.2% | -2.0% | .
COc1cccc(NC(=O)C(C#N)Cc2ccncc2)c1 (stereo not given) | 20.3 | 4.9 | 2.4% | 1.5 | 1.8 | 0.7% | 0.0% | -3.6% | 23.8
CCN(CC)CCN1C(=O)C(=O)/C(=C(/O)c2ccc(F)cc2)C1c1ccncc1 (stereo not given) | -14.1 | 0.4 | -0.1% | -7.6 | -6.3 | -0.1% | -1.0% | -3.1% | 7.1
CCCCN(Cc1ccccc1)S(=O)(=O)c1ccc2[nH]c(=O)oc2c1 | -14.3 | 5.2 | -3.5% | -5.2 | -2.5 | -0.3% | . | -11.8% | 4.9
Nc1ccc(Oc2ccc(Br)cc2)cc1 | 0.9 | 3.2 | -5.4% | -17.7 | -5.8 | -0.2% | 9.3% | -0.4% | 5.0
CN(CC(=O)Nc1cc(S(=O)(=O)N2CCCC2)ccc1Cl)Cc1cccs1 | 5.2 | 5.1 | -1.1% | 8.2 | 1.6 | 2.6% | 4.5% | 4.1% | -4.8
O=C(c1ccccc1Br)N1CCN(c2ccccn2)CC1 | 9.7 | 6.5 | -1.6% | -3.2 | -4.2 | 4.5% | 10.2% | -3.5% | 19.2
CCOC(=O)c1c(N)sc(C(O)(C(F)(F)F)C(F)(F)F)c1-c1ccc(OC)cc1OC | 5.5 | 0.9 | -16.0% | -20.5 | -9.7 | 0.7% | -6.0% | -2.6% | 11.6
CCSC1=C(C#N)C(c2cccc(Br)c2)CC(=O)N1 (stereo not given) | 0.4 | 6.0 | 2.4% | -11.1 | -9.8 | 0.0% | -1.7% | -2.4% | -3.9

Results in RXFP1 antagonist and Vif-A3G inh (2 entries from above):
SMILES	RXFP1 antagonist	Vif-A3G inh
C=CCNC(=O)c1ccc2c(c1)N(CC)C(=O)c1ccccc1S2	8.4	0.1%
O=C(c1ccccc1Br)N1CCN(c2ccccn2)CC1	9.7	-1.6%

(more compounds)
SMILES | RXFP1 antagonist | D1 agonist | Vif-A3G inh | D1 antagonist | D1 potentiator | RXFP1 agonist | Vif-A3F inh | Glioma ERSR ind | D2 potentiator
CN1CCN(C(=O)CN2C(=O)CC(C)(C)S(=O)(=O)c3ccccc32)CC1 | 0.8 | 1.0 | -0.9% | 2.9 | 0.7 | 0.3% | -8.1% | -1.8% | -6.3
O=c1[nH]c2c(s1)C(c1ccccc1)C1C3CCC(C3)C1S2 (stereo not given) | -32.7 | 4.1 | -14.7% | -9.3 | 5.7 | 0.6% | -0.6% | 12.6% | -2.1
O=C(c1ccc(Cl)cc1)n1nc(-c2ccco2)nc1NCc1cccs1 | 1.7 | 2.3 | -1.4% | -0.4 | -1.1 | -0.2% | 8.6% | -1.9% | 8.2
CSCCC(NC(=O)c1ccc(C(C)(C)C)cc1)C(=O)OCC(=O)N1CCCC1=O (stereo not given) | -12.0 | 1.0 | -3.3% | -0.5 | -4.2 | -1.5% | 0.4% | 10.8% | 2.8
O=C(CCCCCCCCC(=O)N1CCCCC1)N1CCCCC1 | 4.8 | . | -0.1% | . | . | . | 12.2% | -6.4% | .
CC1(C)SC2C(C(=O)O)N=C(Cc3ccccc3)N2C1C(=O)O (stereo not given) | -19.5 | . | -0.8% | . | . | . | -1.5% | 0.9% | .
COc1ccc(Cl)cc1NS(=O)(=O)c1cc(-c2cc(C)no2)ccc1C | -29.9 | 2.8 | -2.2% | -10.1 | -2.7 | 0.2% | -1.6% | -2.6% | -0.7
COc1ccc(NS(=O)(=O)c2cc3c4c(c2)CCN4C(=O)CC3)c(OC)c1 | -12.2 | 2.9 | 1.3% | -3.3 | -5.6 | -3.8% | -19.2% | -2.2% | -2.6
COC(=O)C1=C(C)N=C2SCCC(=O)N2C1c1cccs1 (stereo not given) | 0.7 | 0.3 | -4.7% | 9.7 | 5.5 | -0.1% | 14.8% | -2.4% | 5.5
COc1ccc(Cn2cc(C(=O)c3ccc(OC)cc3)c(=O)c3cc4c(cc32)OCCO4)cc1 | ? | 3.3 | -5.4% | 4.2 | 5.0 | -0.7% | -16.0% | -3.1% | 11.8
COc1ccc(N2CCN(C(=O)COc3ccccc3C#N)CC2)cc1 | -10.0 | -1.2 | 2.9% | 14.0 | -1.4 | 2.0% | -2.4% | -0.4% | -3.3
CCCCOCCCNC(=O)c1c(-c2ccccc2)noc1C | 9.8 | 0.5 | -2.8% | 6.5 | -7.5 | -0.2% | -6.5% | -5.4% | -0.6
CCON1C(=O)C(C)(C)N(OCC)C(=O)C1(C)C | 9.6 | 3.0 | -1.0% | 6.7 | -11.3 | 1.6% | 8.1% | -4.6% | 0.5
CC1CCN(C(=O)CSc2nnc(CNc3ccc(F)cc3)n2Cc2ccco2)CC1 | 2.6 | 1.1 | 1.9% | -0.3 | -2.9 | 1.9% | 5.4% | -1.0% | -8.8
Cc1cc(Nc2ccc3c(c2)OCCO3)n2ncnc2n1 | 1.5 | 0.6 | 0.5% | -27.1 | -4.3 | 3.3% | 0.1% | -0.1% | -10.0
N#C/C(=C\c1ccc(N2CCOCC2)o1)c1nc2ccccc2[nH]1 | 9.8 | 63.8* | 1.5% | -19.8 | -1.5 | 0.4% | ? | -9.8% | 16.9
Fc1ccc(OCCCCN2CCOCC2)cc1 | 0.5 | 2.3 | -0.3% | -4.1 | -1.1 | -0.1% | 7.9% | 1.9% | .
CCN(Cc1ccccc1)C(=O)CN1C(=O)NC2(CC(C)CC(C)(C)C2)C1=O (stereo not given) | -5.1 | 1.4 | -0.9% | 5.5 | 4.0 | 1.1% | 1.6% | -3.9% | -0.8
CCc1c(C)sc(NC(=O)OC)c1C(N)=O | 18.0 | 0.5 | 2.9% | -5.9 | 8.2 | -0.4% | -10.0% | -3.5% | -6.3
CC1(C)CC(NC(=O)CSc2ccccc2)CC(C)(C)N1 | -3.1 | 1.5 | 2.6% | -34.4* | -1.1 | 4.4% | 3.8% | -0.3% | -9.4
CCOC(=O)CNC(=O)C1(c2ccccc2)CCCC1 | 5.1 | -0.4 | 0.3% | -6.8 | 9.6 | -0.7% | -3.1% | -5.0% | -1.1
CC(C)c1onc(C(=O)Nc2ccc3c(c2)OCO3)c1[N+](=O)[O-] | 6.5 | -0.6 | -3.3% | 17.4 | 5.8 | 1.5% | -0.6% | 1.6% | -12.2
O=C(c1cc2cc(Cl)ccc2[nH]1)N1CCN(c2ccccc2F)CC1 | -4.6 | 4.6 | -0.5% | 4.0 | 1.4 | 9.7% | 0.1% | -2.3% | 0.6
Brc1ccsc1-c1csc(-c2ccncc2)n1 | -2.8 | 2.2 | -14.5% | -4.2 | 10.4 | 17.6% | ? | 2.7% | 0.3
CC(C)c1ccc(NC(=O)CSc2nc(=O)n(CCCN3CCOCC3)c3c2CCC3)cc1 | 26.6 | 2.6 | 0.2% | 5.9 | -2.2 | 2.1% | -7.5% | 0.1% | -11.4

Screens (PubChem BioAssay)
